Bioassay records from PubChem.
JMJD2A Tudor inh – qHTS Assay for Inhibitors of JMJD2A-Tudor Domain | AlphaScreen JMJD2A-Tudor / H3K4me3 peptide binding | Potency, µM (highest dose often 114 µM), without a hit: at the highest dose activity change, negative = inhibition, actives largely listed as inhibitors | 390,000 compounds, 4.4% hits; note: potency is the fitted concentration of half-maximal effect; % is set by controls: 0 for no effect and ±100 for the full control effect; nearly all actives have a fitted effect of over 50% in size
BAZ2B inh – qHTS Assay for Inhibitors of BAZ2B. AlphaScreen BAZ2B-H3K14Ac peptide displacement. 360,000 compounds, 4.4% hits. Potency, µM (highest dose often 114 µM), for inactives: at the highest dose activity change, negative = inhibition, usual class: inhibitors; note: potency is the fitted concentration of half-maximal effect; % is set by controls: 0 for no effect and ±100 for the full control effect; nearly all actives have a fitted effect of over 60% in size
Target sequence (Q9UIF8 whole entry, looked up): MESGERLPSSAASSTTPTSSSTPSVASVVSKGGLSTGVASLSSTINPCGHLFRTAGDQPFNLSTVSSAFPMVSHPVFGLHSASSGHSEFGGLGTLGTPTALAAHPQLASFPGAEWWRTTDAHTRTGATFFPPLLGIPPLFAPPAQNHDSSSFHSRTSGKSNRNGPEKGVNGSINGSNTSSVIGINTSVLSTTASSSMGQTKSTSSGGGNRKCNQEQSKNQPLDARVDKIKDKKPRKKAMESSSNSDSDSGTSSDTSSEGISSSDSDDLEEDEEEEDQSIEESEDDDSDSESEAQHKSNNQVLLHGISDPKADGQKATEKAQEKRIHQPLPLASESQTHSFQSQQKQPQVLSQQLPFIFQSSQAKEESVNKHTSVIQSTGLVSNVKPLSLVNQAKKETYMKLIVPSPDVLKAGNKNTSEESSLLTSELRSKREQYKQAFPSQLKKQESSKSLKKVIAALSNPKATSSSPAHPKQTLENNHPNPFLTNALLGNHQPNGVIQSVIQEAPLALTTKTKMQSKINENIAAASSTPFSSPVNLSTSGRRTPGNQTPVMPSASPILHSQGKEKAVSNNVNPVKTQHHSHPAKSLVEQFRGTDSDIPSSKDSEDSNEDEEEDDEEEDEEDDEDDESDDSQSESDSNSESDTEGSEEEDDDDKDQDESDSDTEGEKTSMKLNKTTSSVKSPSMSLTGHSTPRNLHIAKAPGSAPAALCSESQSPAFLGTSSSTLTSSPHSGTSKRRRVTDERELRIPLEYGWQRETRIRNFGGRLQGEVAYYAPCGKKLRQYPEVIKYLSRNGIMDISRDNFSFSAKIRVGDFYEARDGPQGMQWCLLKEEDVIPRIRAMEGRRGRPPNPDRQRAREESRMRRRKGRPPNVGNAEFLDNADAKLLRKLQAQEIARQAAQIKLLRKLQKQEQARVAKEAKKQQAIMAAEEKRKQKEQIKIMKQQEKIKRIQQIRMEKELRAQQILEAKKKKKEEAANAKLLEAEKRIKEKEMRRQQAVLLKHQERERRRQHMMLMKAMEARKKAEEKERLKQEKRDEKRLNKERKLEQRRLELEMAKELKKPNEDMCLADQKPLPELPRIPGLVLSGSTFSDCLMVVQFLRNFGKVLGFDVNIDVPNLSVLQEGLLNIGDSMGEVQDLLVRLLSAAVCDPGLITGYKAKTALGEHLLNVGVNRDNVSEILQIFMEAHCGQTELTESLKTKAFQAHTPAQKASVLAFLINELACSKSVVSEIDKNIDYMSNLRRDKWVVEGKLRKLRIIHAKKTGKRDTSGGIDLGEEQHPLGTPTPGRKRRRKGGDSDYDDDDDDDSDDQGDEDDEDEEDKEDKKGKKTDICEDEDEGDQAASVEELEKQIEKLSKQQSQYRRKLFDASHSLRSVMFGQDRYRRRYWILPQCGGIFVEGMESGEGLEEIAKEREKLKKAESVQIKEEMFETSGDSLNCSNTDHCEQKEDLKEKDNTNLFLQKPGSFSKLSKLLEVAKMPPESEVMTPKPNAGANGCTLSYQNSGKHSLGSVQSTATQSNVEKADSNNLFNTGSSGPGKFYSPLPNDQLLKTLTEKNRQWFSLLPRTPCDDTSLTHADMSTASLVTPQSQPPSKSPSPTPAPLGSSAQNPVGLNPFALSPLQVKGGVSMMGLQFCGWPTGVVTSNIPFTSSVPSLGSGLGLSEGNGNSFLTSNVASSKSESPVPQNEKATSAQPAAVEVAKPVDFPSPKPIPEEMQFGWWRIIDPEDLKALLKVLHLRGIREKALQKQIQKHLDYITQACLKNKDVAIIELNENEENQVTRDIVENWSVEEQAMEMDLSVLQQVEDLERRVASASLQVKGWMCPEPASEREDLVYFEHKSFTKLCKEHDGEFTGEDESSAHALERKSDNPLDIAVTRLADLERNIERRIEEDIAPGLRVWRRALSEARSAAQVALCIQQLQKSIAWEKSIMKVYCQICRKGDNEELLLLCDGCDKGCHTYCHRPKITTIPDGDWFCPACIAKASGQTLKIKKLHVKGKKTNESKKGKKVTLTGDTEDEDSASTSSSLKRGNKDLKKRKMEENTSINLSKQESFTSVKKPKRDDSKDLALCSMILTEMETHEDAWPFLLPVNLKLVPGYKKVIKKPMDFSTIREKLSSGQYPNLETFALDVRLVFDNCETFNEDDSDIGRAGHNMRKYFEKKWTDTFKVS
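Multi-concentration screen (max 110 uM) measuring displacement of acetylated histone H3 peptide from BAZ2B by AlphaScreen, using 50 nM protein, 50 nM peptide and 10 ug/mL streptavidin donor plus Ni-chelate acceptor beads.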
HP1b binding inh – HTS for Inhibitors of HP1-beta Chromodomain Interactions with Methylated Histone Tails; Chromobox protein homolog 1 (Homo sapiens), P83916; AlphaScreen HP1-beta / biotin-H3K9me3 peptide binding; Potency, µM (titrated, usually from 114 µM), for inactives: top-dose activity change, negative = inhibition, usual class: inhibitors; 390,000 compounds, 0.56% hits; note: potency is the fitted concentration of half-maximal effect; nearly all actives have a fitted effect of over 70% in size; inactives centre near 23
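HP1-beta protein (50 nM final) preincubated 30 min at room temperature with biotinylated H3(1-18)K9me3 peptide (50 nM) in PBS pH 7.4, 0.01% Tween-20, then compound added for 30 min. AlphaScreen streptavidin donor/nickel chelate acceptor beads (10 ug/mL final), 30 min dark, luminescence read.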
Pin1 inhibitor – qHTS Assay to Find Inhibitors of Pin1. 390,000 compounds, 0.009% hits. Pin1 FP peptide displacement, HiFluor488, 10 min. Peptidyl-prolyl cis-trans isomerase NIMA-interacting 1 (Homo sapiens), Q13526. Potency, µM (top dose mostly 115 µM), for inactives: at the top dose activity, negative = inhibition, actives largely listed as inhibitors; active = well fitted inhibition curve with a large enough effect in the polarisation, with a control signal flat, not every such curve was filed as active; inconclusive = small, poorly fitted or top-dose-only effect, or effect the other way, or a change in a side signal; inactive = no such curve, though single readings can be large or run the other way; the % refers to the polarisation; note: potency is the fitted concentration of half-maximal effect; % is set by controls: 0 for no effect and ±100 for the full control effect
GLS inhibitor – qHTS for Inhibitors of Glutaminase (GLS); Glutaminase kidney isoform, mitochondrial (Homo sapiens), O94925; Potency, µM (doses to about 45.5 µM), inactives show at the highest dose activity change, negative = inhibition, usual class: inhibitors; AID 624170, 2012; GLS enzymatic activity, qHTS titration; 410,000 compounds, 0.21% hits; note: potency is the fitted concentration of half-maximal effect; % is set by controls: 0 for no effect and ±100 for the full control effect
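Glutamate formation by hKGA was monitored fluorometrically using coupled glutamate oxidase, HRP and Amplex Red. Substrate was added as 1 mM L-glutamine solution; incubation was 30 min at RT after an initial read.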
Tb PGK inh – qHTS Assay to Find Inhibitors of Phosphoglycerate Kinase; 380,000 compounds, 0.043% hits; AID 602233, 2012; PGK/GAPDH coupled, Kinase-Glo luminescence, 60 min; Phosphoglycerate kinase, glycosomal (Trypanosoma brucei brucei), P07378; Potency, µM (top dose mostly 57.5 µM), without a hit: top-dose activity change, negative = inhibition, actives largely listed as inhibitors; note: potency is the fitted concentration of half-maximal effect; % is set by controls: 0 for no effect and ±100 for the full control effect; nearly all actives have a fitted effect of over 60% in size
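Recombinant glycosomal PGK reaction used 1,3-bisphosphoglycerate generated in-well by GAPDH (100nM final) in 100mM TEA pH 7.6, 5mM MgCl2, 0.01% Tween-20. After 60 minutes at room temperature, ATP was read by Kinase-Glo Plus luminescence end-point.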
Pol eta inh – qHTS for Inhibitors of Polymerase Eta; DNA polymerase eta (Homo sapiens), Q9Y253; recombinant Pol eta, fluorescent DNA replication assay; Potency, µM (doses to about 114 µM), for inactives: at the top dose activity change, negative = inhibition, most hits filed as inhibitors; 390,000 compounds, 1.2% hits; note: potency is the fitted concentration of half-maximal effect; % is set by controls: 0 for no effect and ±100 for the full control effect
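Pol eta at 10 nM preincubated with compounds 15 min at room temperature; reaction started with fluorescent substrate (50 nM final) and read kinetically at 0 and 10 min.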
PI4K2A inh – qHTS for small molecular inhibitors of PI4K2A; activity change, negative = inhibition, % at 76.9 µM; Phosphatidylinositol 4-kinase type 2-alpha (Homo sapiens), Q9BTU6; AID 1346378, 2018; 420,000 compounds, 0.13% hits; purified PI4K2A, ADP-Glo luminescence, 1 h; active compounds read low; in the data active = activity change below about -50%; inconclusive = mostly about -30% to -49%;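 note: -100% = wells without enzyme as full effect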
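PI4K2A activity was measured by ADP-Glo luminescence: enzyme (4 ug/mL stock) and phosphatidylinositol (1.2 mM stock) in Tris pH 7.5/MgCl2/EGTA/Triton X-100 buffer were reacted with ATP (300 microM stock) for one hour at ambient temperature.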
G9a inh – qHTS Assay for Inhibitors of Histone Lysine Methyltransferase G9a. AID 504332, 2011. Histone-lysine N-methyltransferase EHMT2 (Homo sapiens), Q96KQ7. 350,000 compounds, 8.8% hits. G9a H3K9 monomethylation, AlphaScreen, 2 h. Potency, µM (highest dose often 102 µM), without a hit: top-dose activity, negative = inhibition, most hits filed as inhibitors; note: potency is the fitted concentration of half-maximal effect; % is set by controls: 0 for no effect and ±100 for the full control effect; nearly all actives have a fitted effect of over 75% in size
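G9a (20 nM) preincubated 15 min RT with compounds, then 500 nM biotinylated H3K9 peptide and 20 uM SAM added; 2 h RT reaction. Monomethyl-H3K9 product detected by AlphaScreen with anti-H3K9me1 antibody, streptavidin donor and anti-rabbit IgG acceptor beads.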
Starred values were filed as active, the others as inactive; i = inactive; ? = inconclusive; · = not tested or not shown; & = joins results of further samples; [ ] = another dose, or the depositor's remark. Unless noted, calls come from the whole dose curve; as a rule, active = well fitted curve in the direction sought with a large enough effect; inconclusive = small, poorly fitted or top-dose-only effect, or another doubt; inactive = no such curve, though single readings can be large; an effect the other way counts as inactive or inconclusive.

Compound	JMJD2A Tudor inh	BAZ2B inh	HP1b binding inh	Pin1 inhibitor	GLS inhibitor	Tb PGK inh	Pol eta inh	PI4K2A inh	G9a inh
O=C(c1ccc(N2CC3CC(C2)c2cccc(=O)n2C3)c([N+](=O)[O-])c1)N1CCCC1 (stereo not drawn)	-8%	-14%	32%	-9%	-5%	-7%	-12%	4	2%[12.7 µM]
COC(=O)C(=O)N1CC2(C)CNCC(C)(C1)C2=O	1%	4%	43%[activator]	-2%	-15%	i	-12%	-1	?
CC(C)N1CCN(Cc2ccc3c(c2)OCCO3)CC1CCO (stereo not drawn)	-5%	-19%	17%	1%	2%	-7%	-5%	-3	4%
CC1(C)CC(N(CCc2ccccc2)Cc2ccccc2)CCO1 (stereo not drawn)	21%	54%[activator]	38%[activator]	-2%	5%	0%	-13%	1	31%
CCc1ccccc1N1C(=O)NC(=O)/C(=C\c2cc(C)n(C)c2C)C1=O	-15%	-4%	?	-2%	-1%	i	-8%	-5	9%[59 µM]
C/C=C1\NC(=O)[C@@H](NC(=O)[C@H](CCc2ccc(O)cc2)NC(=O)[C@H](C)NC(=O)[C@H](O)CO)[C@@H](C)OC(=O)[C@H](C(C)C)NC(=O)[C@H](Cc2ccc(O)cc2)N(C)C(=O)[C@H](Cc2ccccc2)N2C(=O)C(CC[C@H]2O)NC1=O (stereo partly drawn)	-5%	·	31%	3%	8%	-3%	-7%	-4	·
CN1CCN(CC#CCOc2ccc(Cl)cc2)CC1	7.9µM*	40µM*	?	-7%	11%	-2%	-10%	0	11µM*
CCOc1ccc(Cl)cc1CNCCc1ccccc1F	-10%	-22%	21%	4%	5%	i	-9%	-3	19%
O=c1[nH]cnc2[nH]ncc12	-1%	-18%	31%	7%	-6%&3%	-5%	-15%	-1&-3&-3	-2%[59 µM]
COc1ccc(N2C(=O)NC(=O)/C(=C/c3ccc([N+](=O)[O-])s3)C2=O)cc1	56µM*	40µM*	?	?	-5%	?	8.9µM*	?	8.9µM*
Cc1cccc(CN2C(=O)CN=C(c3ccccc3)c3cc(Cl)ccc32)c1	-17%	0%	34%	7%	-13%	0%	-21%	2	-25%[59 µM]
Cc1ccc(C)c(OCC(=O)N2CCN(Cc3ccc4c(c3)OCO4)CC2)c1	-15%	?	16%	-15%	-12%	i	-12%	3	·
CC[n+]1c(SC)ccc2cc(OC)ccc21	-8%	5%	30%	2%	-6%	-9%	-11%	-4	-17%[59 µM]
O=c1c2ccccc2[nH]c(=S)n1-c1ccc2c(c1)OCCO2	-19%	-5%	63%[activator]	-1%	-15%	-3%	-10%	7	17%
COC(=O)c1c(C)oc2ccc(OC(=O)N3CCOCC3)cc12	2%	0%	44%[activator]	5%	0%	i	-10%	3	-2%
CCOC(=O)c1[nH]ncc1CN1CCCC(C(=O)c2cccc(Cl)c2)C1 (stereo not drawn)	-10%	-13%	59%[activator]	-8%	5%	0%	-3%	-2	8%
CC1(C)Cc2c(sc3c2C(=O)NC(c2cccnc2)N3)CO1 (stereo not drawn)	-19%	6%	29%	7%	0%	-6%	6%	-5	?
CCc1ccc(OCC(=O)N2CCN(CC(=O)Nc3ccccc3Cl)CC2)cc1	-10%	10%	35%	2%	-3%	-6%	-21%	-4	-2%[2.33 µM]
CCOC(=O)c1c(C)[nH]c(C(=O)C(C)N2CCCC2)c1C (stereo not drawn)	6%	1%	20%	-1%	7%	-2%	-11%	3	-49%
CCOC(=O)c1sc(/N=C/c2c(O)n(-c3ccccc3)c(=O)[nH]c2=O)c(C#N)c1C	?	?	?	?	56%[activator]	-8%	-8%	-17	?
Cc1ccc(OCC(=O)N2CCN(CCc3ccncc3)CC2)cc1C	6%	-13%	32%	-7%	1%	-7%	3%	-2	-5%[59 µM]
COc1cc2[nH]c(=O)n(-c3ccccc3)c(=O)c2cc1OC	-21%	2%	59%[activator]	-3%	1%	-3%	-1%	-3	13%[59 µM]
Cc1cccc(NC(N)=S)c1	-8%	2%	15%	-7%	6%	-5%[11.5 µM]	-7%	1	14%
Cc1cccc(C)c1NC(=O)c1cccn(Cc2ccc3c(c2)OC(F)(F)O3)c1=O	25%	12%	24%	?	0%	4%	-21%	-5	4%[59 µM]
COCCCn1c(N)c(C(=O)Nc2ccccc2)c2nc3ccccc3nc21	39%[activator]	8%	77%[activator]	6%	-6%	i	-18%	?	-54%
O=C(O)c1ccc[nH]c1=S	0.89µM*	40µM*	38%	-4%	?	0%	-4%	-1	3.5µM*
O=C(Nc1ccccc1)OC1CN=C(N[N+](=O)[O-])NC1 (stereo not drawn)	-6%	-9%	26%	-7%	-4%	-6%	-11%	2	2%
Cc1nonc1-c1nc(-c2nonc2N)n[nH]1	-12%	-35%	50%[activator]	-5%	-8%	i	-9%	0	34%
CC1=NN(Cc2c[nH]c3ccccc23)C(C)(C)C1	-20%	-24%	22%	6%	23%	-3%	-6%	3	?
CC(=O)C1=NOC(CNc2ncc(C(F)(F)F)cc2Cl)C1 (stereo not drawn)	4%	3%	42%[activator]	3%	-3%	i	-9%	0	13%[59 µM]

Compound	JMJD2A Tudor inh	BAZ2B inh	HP1b binding inh	Pin1 inhibitor	GLS inhibitor	Tb PGK inh	Pol eta inh	PI4K2A inh	G9a inh
COc1ccc(OC)c(N2C(=O)NC(=O)/C(=C/c3ccc([N+](=O)[O-])s3)C2=O)c1	28µM*	40µM*	32µM*	·	-38%	-30%	20µM*	-16	11µM*
CCOC(=O)C1=C(N)OC2=C(C(=O)CCC2)C12C(=O)Nc1ccccc12 (stereo not drawn)	-11%	17%	17%	1%	23%	-3%	3%	-4	-11%[59 µM]
CCOc1cc(/C=C2/C(=O)NC(=O)N(c3ccc(CC)cc3)C2=O)ccc1OC(=O)c1cccs1	79µM*	50µM*	13%	17%	?	-7%	45µM*	-16	29%[0.501 µM]
O=C(O)Cn1cc(C(=O)c2ccccc2)c2ccccc21	-20%	3%	27%	-8%	2%	-2%	-10%	-6	-1%[12.7 µM]
O=c1c2ccccc2[nH]c(=S)n1-c1cccnc1	-6%	-2%	55%[activator]	-16%	-19%	i	-11%	-5	·
O=C1OCc2cc(N=Nc3c(O)[nH]c(=O)[nH]c3=O)ccc21	-9%	-9%	40%[activator]	?	-1%	0%	27%	-3	?
Cc1c(C(=O)c2ccccc2)c2ccccc2n1C	-1%	-1%	44%[activator]	2%	-3%	-8%	-15%	3	24%[12.7 µM]
CC12CN3C(O)C(C)(C1)CC(C)(C2)C3O (stereo not drawn)	-9%	-2%	18%	1%	4%	·	-12%	-3	0%
COC(=O)C1=C(c2ccc(OCc3ccccc3)cc2)C[C@@H]2CC[C@H]1N2C(=O)NCc1ccc2c(c1)OCO2	·	·	·	·	-4%	-2%	-17%	4	·
O=c1c(/C=N/N2CCOCC2)c(O)n(-c2ccccc2)c(=S)n1-c1ccccc1	-12%	?	11%	30%[activator]	24%	-2%	-16%	1	50µM*
COc1ccccc1N1CCN(Cc2ccc(SC)cc2)CC1	28µM*	50µM*	?	1%	11%	-10%	-26%	4	10µM*
Cc1nn(-c2ccccc2)c(Cl)c1/C=N\NC(=O)c1cnccn1	-11%	-2%	45%[activator]	-3%	-3%	i	-8%	3	24%
NC(Cc1ccccc1Cl)c1nn[nH]n1 (stereo not drawn)	·	·	·	·	-8%	-7%	-19%	5	·
COc1ccc(N=C(C)c2c(O)n(C)c(=O)n(C)c2=O)c(OC)c1	-20%	6%	14%	-2%	2%	-1%	-14%	-16	-6%[59 µM]
Cc1cc(/C=C2\C(=O)NC(=O)N(c3ccccc3F)C2=O)c(C)n1-c1cc(C(=O)O)cc(C(=O)O)c1	11µM*	28µM*	13µM*	·	5µM*	11µM*	3.2µM*	-25	10µM*
Cc1ccc(C)c(NP(=O)(Oc2ccccc2)Oc2ccccc2)c1	25%	26%	72%[activator]	?	-2%	2%	-10%	3	3%[2.33 µM]
CN1CCN(CCOC2c3ccccc3CSc3ccc(Cl)cc32)CC1 (stereo not drawn)	?	?	-23%	-5%	10%	-1%	-18%	13	?

Only part of the results is shown; the hit share may differ from the screen's.
